GPT2 inhibitor: GPT2 alanine aminotransferase inhibition. Q8TD30. Recombinant GPT2, coupled pyruvate oxidase/HRP Amplex Red fluorescence. Potency, µM (titrated, usually from 57.7 µM), without a hit: at the highest dose activity change, negative = inhibition, actives largely listed as inhibitors. hit rate 0.25% among 100,000. AID 1671188; note: potency is the fitted concentration of half-maximal effect; nearly all actives have a fitted effect of over 60% in size; many of its hits are not listed in these tables
Target sequence (Q8TD30 whole entry, looked up): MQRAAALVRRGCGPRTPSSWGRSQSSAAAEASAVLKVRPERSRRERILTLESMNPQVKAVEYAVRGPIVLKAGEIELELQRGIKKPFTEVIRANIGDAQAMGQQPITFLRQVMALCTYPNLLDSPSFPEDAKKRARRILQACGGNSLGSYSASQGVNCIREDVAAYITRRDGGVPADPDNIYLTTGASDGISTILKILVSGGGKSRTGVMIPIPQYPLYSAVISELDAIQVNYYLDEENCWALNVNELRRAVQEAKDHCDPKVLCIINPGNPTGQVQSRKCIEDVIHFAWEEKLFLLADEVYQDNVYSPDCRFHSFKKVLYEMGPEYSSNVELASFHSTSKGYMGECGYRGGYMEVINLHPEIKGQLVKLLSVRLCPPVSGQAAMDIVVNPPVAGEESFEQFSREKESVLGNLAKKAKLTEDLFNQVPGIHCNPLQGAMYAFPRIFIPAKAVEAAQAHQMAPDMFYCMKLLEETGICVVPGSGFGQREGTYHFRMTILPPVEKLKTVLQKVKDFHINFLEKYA
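Inhibition is scored from Amplex Red fluorescence generated when pyruvate oxidase and HRP act on pyruvate released by GPT2. Reactions contain 10ng/uL enzyme, 250uM a-KG and 2mM L-alanine and run 30 min at room temperature.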
FLuc inh: blocks purified firefly luciferase enzyme activity. AID 1347043. purified P. pyralis luciferase, luminescence, biochemical. hit rate 2.5% among 76,000. Potency, µM (doses to about 115 µM), without a hit: at the highest dose activity change, negative = inhibition, usual class: inhibitors. P08659; note: potency is the fitted concentration of half-maximal effect; nearly all actives have a fitted effect of over 65% in size
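Luminescence read by CCD imager after adding enzyme (10nM final) to wells holding compound, titrated in qHTS. Substrates 10uM each D-luciferin and ATP; buffer 50mM Tris acetate pH 7.5, 10mM Mg acetate, Tween-20, BSA.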
HEK293 viab: reduces viability of HEK-293 SNCA reporter cells; HEK-293-SNCA-luc viability, GF-AFC fluorescence, 24 h; Potency, µM (titrated, usually from 57.1 µM), without a hit: at the highest dose activity change, negative = cytotoxicity, most hits filed as cytotoxic; hit rate 0.12% among 150,000;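 note: potency is the fitted concentration of half-maximal effect; 0% = DMSO-treated cells and -100% = medium-only wells without cells; nearly all actives have a fitted effect of over 30% in size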
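HEK-293-SNCA-luc cells (1500/well) plated 24 h, then exposed 24 h to a dilution series; GF-AFC added 30 min at 37C, fluorescence 405/540 nm; normalised to medium-only and DMSO wells, Hill fit.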
NIH3T3 tox: NIH 3T3 cell cytotoxicity; NIH 3T3 viability, CellTiter-Glo ATP luminescence, 48-72 h; Potency, µM (doses to about 96.7 µM), inactives show at the highest dose activity change, negative = cytotoxicity, most hits filed as inhibitors; hit rate 4.3% among 94,000; AID 1345082; note: potency is the fitted concentration of half-maximal effect; nearly all actives have a fitted effect of over 55% in size
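Viability of NIH 3T3 cells after 48 or 72 hr compound treatment at 37 °C was assessed by CellTiter-Glo, with luminescence imaged following a 10 min room-temperature step.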
IP6K1 inhibitor: inhibitors of human IP6K1; IP6K1 kinase, ADP-Glo luminescence, 2 h; stronger effect = lower value; Q92551; activity change, % (series mostly up to about 58 µM); hit rate 0.81% among 140,000; in the data active = activity change below about -25%
Target sequence (Q92551 whole entry, looked up): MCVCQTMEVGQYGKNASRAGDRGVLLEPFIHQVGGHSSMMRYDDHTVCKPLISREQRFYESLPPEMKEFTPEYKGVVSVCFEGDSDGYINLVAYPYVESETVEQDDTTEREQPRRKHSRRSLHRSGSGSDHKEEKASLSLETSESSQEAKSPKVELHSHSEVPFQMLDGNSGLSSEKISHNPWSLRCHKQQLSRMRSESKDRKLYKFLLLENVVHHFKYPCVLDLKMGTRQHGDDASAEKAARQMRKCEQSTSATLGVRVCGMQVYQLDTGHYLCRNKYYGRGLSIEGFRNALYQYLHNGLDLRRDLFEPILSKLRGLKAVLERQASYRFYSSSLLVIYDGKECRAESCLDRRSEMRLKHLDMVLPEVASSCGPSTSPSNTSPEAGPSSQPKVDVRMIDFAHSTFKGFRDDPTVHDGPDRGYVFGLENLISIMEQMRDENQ
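ADP-Glo luminescence measures ADP made by human IP6K1 during a 2 h RT reaction with ATP/IP6 (mix at 1.3 mM/130 uM); top library doses 57.5 and 19.1 uM final.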
HEK293 tox: kills HEK 293 cells; HEK 293 viability, ATP luminescence (CellTiter-Glo), 48-72 h; Potency, µM (series often up to 115 µM), without a hit: at the highest dose activity change, negative = cytotoxicity, hits mostly inhibitors; hit rate 6.6% among 94,000; note: potency is the fitted concentration of half-maximal effect; nearly all actives have a fitted effect of over 60% in size
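HEK 293 cells seeded at 250 cells/well were exposed to compound for 48 or 72 hr at 37 degree Celsius. Viability taken as ATP content by CellTiter-Glo luminescence.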
SNCA expr inhib: SNCA gene expression inhibition | HEK-293 SNCA-luciferase knock-in, luminescence, 24 h | Potency, µM (highest dose often 57.2 µM), inactives show top-dose activity change, negative = inhibition, most hits filed as inhibitors | hit rate 0.17% among 140,000 | AID 1671194;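 note: potency is the fitted concentration of half-maximal effect; plate controls were DMSO cells for no effect and cell-free wells for full effect; nearly all actives have a fitted effect of over 45% in size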
Numbers without * were called inactive; i = inactive; ? = inconclusive; · = not tested or not shown; [ ] = dose if it differs, or a comment. Unless noted, calls come from the whole dose curve; as a rule, active = well fitted curve in the direction sought with a large enough effect; inconclusive = small, poorly fitted or top-dose-only effect, or another doubt; inactive = no such curve, though single readings can be large; an effect the other way counts as inactive or inconclusive. Unless noted, % is set by controls: 0 for no effect and ±100 for the full control effect. Some of the compounds tested. The share of hits here may be higher or lower than overall.

SMILES	GPT2 inhibitor	FLuc inh	HEK293 viab	NIH3T3 tox	IP6K1 inhibitor	HEK293 tox	SNCA expr inhib
CCS(=O)(=O)c1ccc2oc([C@H]3CCN(Cc4cccc(Cl)c4)C3)nc2c1	i	-2%[172 µM]	-20%[87.6 µM]	?	2	45µM*	-29%[87.6 µM]
O=C(NC[C@H]1O[C@@H](CO)[C@@H](O)[C@H]1N1CCc2ccccc2C1)Nc1cccc(Cl)c1	?	1%	6%	?	-2	?	9%
Cc1ccccc1C(=O)NCC(c1ccc(N(C)C)cc1)N1CCCC1 (centres undefined)	·	·	-5%	·	-9	·	76%[activator]
COc1ccc2c(c1)c1c(c(=O)n(-c3ccc(F)c(Cl)c3)c(=O)n1CC(N)=O)n2C	·	·	-12%	·	3	·	7%
COc1ccccc1CNC(=O)C1(CCO)CCN(Cc2ccccc2)C1 (centres undefined)	5%	3%	-5%	?	0	?	-18%
Cc1ncsc1CN1CCC2(CC1)CC(CC(=O)NC1CC1)CCO2 (centres undefined)	i	4%	1%	i	20	16%	-2%
CCCCOc1ccc(C(=O)NCC(c2ccc(Cl)cc2)N2CCOCC2)cc1 (centres undefined)	·	·	4%	·	-12	·	7%
Cc1noc2ccc(-c3cccnc3)nc12	1%[88.5 µM]	15%[299 µM]	0%[87.6 µM]	?	23	-29%[287 µM]	8%[87.6 µM]
CC(C)NC(=O)CN1C(=O)NC(c2ccccc2)C2=C1COC2=O (centres undefined)	i	8%	6%	i	17	-1%	4%
COc1ccc(C(=O)N2CCC3(CCC3OC)CC2)cc1F (centres undefined)	2%	·	1%	-14%	14	-21%	23%
N#Cc1ccc(C(=O)N2CCCCCNC(=O)[C@@H]3CCCC[C@@H]32)cc1	3%	1%	10%	2%	-9	i	-21%
CC(=O)NCC(=O)N1CCCn2cc(-c3ccccc3)nc21	-12%	4%	-8%	3%	-5	?	6%
COCC(=O)NC[C@H]1OC[C@@H](NC2CCCC2)[C@@H]1O	4%[88.5 µM]	-12%[230 µM]	-6%[87.6 µM]	-10%[174 µM]	-7	-11%[230 µM]	3%[87.6 µM]
CCn1cc(CN(C)CCc2c(C)nn(C)c2C)ccc1=O	i	-4%	7%	-4%	5	?	-8%
Cc1ccc(C(C(=O)O)N2CCC(C(=O)N3CCCC3)CC2)c(C)c1 (centres undefined)	-2%	1%	6%	i	-6	-28%	?
COc1ccc(C(CNC(=O)c2oc3cc(C)c(Cl)cc3c2C)N2CCCCC2)cc1 (centres undefined)	·	·	9%	·	-9	·	9%
COC(=O)C1=CN(CC(=O)Nc2ccccc2C(F)(F)F)S(=O)(=O)N=C1C	3%	-7%	4%	i	0	-6%	3%
CC(C)c1nc2c(c(-c3ccc(O)cc3)n1)CN(Cc1ccc(N(C)C)cc1)CC2	i	-7%	1%	-29%	-2	79µM*	-3%
COc1ccc(Cl)cc1NC(=O)Cn1c(=O)c(-c2noc(C)n2)c2n(c1=O)CCCC2	i	-8%	4%	-5%	23	10%	-19%
O=C(O)CC1(CC(=O)N2CCN3C(=O)c4cc(-c5ccsc5)ccc4NC(=O)[C@H]3C2)CCCC1	i	2%	4%	1%	-1	i	-17%
O=C(CC1CCCC1)N1CCC(C2CCN(Cc3cccc(F)c3F)CC2)C1 (centres undefined)	i	7%	-11%	?	0	?	-3%
COc1ccc(-c2noc(CSCC(=O)Nc3ccc(C)cc3Br)n2)cc1OC	·	·	-9%	·	6	·	15%
Cc1cc2nc3n(c(=O)c2n1CC(=O)Nc1ccccc1)CCCC3	i	0%	-4%	1%	11	17%	0%
CCCn1c(=O)c2sccc2n2c(CCCC(=O)Nc3ccccc3F)nnc12	·	·	?	·	15	·	5%

Structures above containing an aryl methoxy group (six):
SMILES	GPT2 inhibitor	FLuc inh	HEK293 viab	NIH3T3 tox	IP6K1 inhibitor	HEK293 tox	SNCA expr inhib
COc1ccc2c(c1)c1c(c(=O)n(-c3ccc(F)c(Cl)c3)c(=O)n1CC(N)=O)n2C	·	·	-12%	·	3	·	7%
COc1ccccc1CNC(=O)C1(CCO)CCN(Cc2ccccc2)C1 (centres undefined)	5%	3%	-5%	?	0	?	-18%
COc1ccc(C(=O)N2CCC3(CCC3OC)CC2)cc1F (centres undefined)	2%	·	1%	-14%	14	-21%	23%
COc1ccc(C(CNC(=O)c2oc3cc(C)c(Cl)cc3c2C)N2CCCCC2)cc1 (centres undefined)	·	·	9%	·	-9	·	9%
COc1ccc(Cl)cc1NC(=O)Cn1c(=O)c(-c2noc(C)n2)c2n(c1=O)CCCC2	i	-8%	4%	-5%	23	10%	-19%
COc1ccc(-c2noc(CSCC(=O)Nc3ccc(C)cc3Br)n2)cc1OC	·	·	-9%	·	6	·	15%

Continued.
SMILES	GPT2 inhibitor	FLuc inh	HEK293 viab	NIH3T3 tox	IP6K1 inhibitor	HEK293 tox	SNCA expr inhib
CC(C)CC(=O)N1CCC2(CC1)CN(Cc1ccccc1)CC2CO (centres undefined)	-11%	-2%	-24%	?	25	?	-13%
O=C(Cn1nc(-c2ccccc2)c2cnc3ccccc3c21)Nc1ccccc1	·	·	2%	·	2	·	44%[activator]
O=C(NC1CCCCCC1)c1ccc(N2CC3CC(C2)[C@H]2CCCC(=O)N2C3)nc1 (some centres undefined)	-4%	6%	-1%	i	4	1%	35%[activator]
O=C(C[C@@H]1C[C@H]2O[C@H](CNCc3ccncc3F)[C@@H](O)[C@H]2O1)N1CCC(F)(F)C1	i	0%[172 µM]	-2%[87.6 µM]	3%[174 µM]	4	5%[172 µM]	9%[87.6 µM]
O=C(CCCn1nnnc1CN1CCOCC1)N1CCCCC1CCc1ccccn1 (centres undefined)	i	-6%	8%	-17%	18	-4%	12%
Cc1ccc(C(=O)N2CCC(CCC(=O)N3CCN(c4ccccn4)CC3)CC2)cc1	i	20µM*	-1%	-28%	22	?	77%[activator]
COc1ccc(CCNC(=O)c2nc3cccnc3n(CCc3ccccc3)c2=O)cc1	i	·	4%[12.5 µM]	?	7	?	-19%
S=C(NC1CCCCC1)N[C@H]1CO[C@H]2[C@@H]1OC[C@@H]2n1cc(-c2ccccn2)nn1	-26%[88.5 µM]	11%[172 µM]	-9%[87.6 µM]	?	-5	89µM*	-7%[87.6 µM]
COc1ccc(F)c(CN2CCC3(CCC(=O)N(CCO)C3)CC2)c1	i	15%	-2%	-10%	-1	-1%	22%
COc1ccccc1-c1ccc(CN2CC3CCC(C2)N3c2ccc(C(F)(F)F)cc2)cc1	i	·	-6%	-11%	10	-22%	5%
CCN1CC2(CCC1=O)CCN(Cc1ccc(C(F)(F)F)c(F)c1)CC2	-2%[11.5 µM]	9%	5%	-35%	1	?	-11%
CN(C)[C@H]1C[C@@H](Cc2cc(COc3ccccc3)on2)C1(C)C	i	?	-1%[87.6 µM]	?	4	?	97%[activator][87.6 µM]

An excerpt from above in order of count of non-hydrogen atoms, rising.
SMILES	GPT2 inhibitor	FLuc inh	HEK293 viab	NIH3T3 tox	IP6K1 inhibitor	HEK293 tox	SNCA expr inhib
CN(C)[C@H]1C[C@@H](Cc2cc(COc3ccccc3)on2)C1(C)C	i	?	-1%[87.6 µM]	?	4	?	97%[activator][87.6 µM]
CC(C)CC(=O)N1CCC2(CC1)CN(Cc1ccccc1)CC2CO (centres undefined)	-11%	-2%	-24%	?	25	?	-13%
Cc1ccc(C(=O)N2CCC(CCC(=O)N3CCN(c4ccccn4)CC3)CC2)cc1	i	20µM*	-1%	-28%	22	?	77%[activator]

(more compounds)
SMILES	GPT2 inhibitor	FLuc inh	HEK293 viab	NIH3T3 tox	IP6K1 inhibitor	HEK293 tox	SNCA expr inhib
COc1cncc(Nc2cnc3ccc(-c4ccccc4)nn23)c1	?	-16%[172 µM]	7%[87.6 µM]	?	-36*	-26%[172 µM]	46%[activator][87.6 µM]
O=c1cc(N2CCOCC2)oc2c(-c3ccc(F)c(Cl)c3)nccc12	3%[88.5 µM]	2%[172 µM]	1%[87.6 µM]	18µM*	-20	-12%[172 µM]	?
CCOc1ccc(NC(=O)NCCc2c(C)nn(C)c2C)cc1	·	·	29%	·	35	·	43%[activator]
O=C(NCC1Cn2cccc2C(=O)N1Cc1ccccc1)c1ccc2ccccc2n1 (centres undefined)	?	0%	-4%	?	-11	?	55%[activator]
CCc1ccc(NC(=O)C2CCCN2S(=O)(=O)c2ccc3c(c2)CCCC(=O)N3)cc1 (centres undefined)	·	·	-15%	·	-10	·	7%
Cc1ccc2c(C(=O)NC3CCN(C)CC3)cc(NC(=O)C3CCC3)cc2n1	i	4%	-1%	i	4	15%	-6%
CCOc1ccc(CCNC(=O)c2cccc(-n3c(C)nc4cccnc43)c2)cc1	·	·	-1%	·	10	·	5%
O=C(O)C1=NOC2CN([S+](=O)([O-])c3cccc(C(F)(F)F)c3)CC12 (centres undefined)	1%	·	-5%	4%	-20	i	2%
CC(C)(C)NC(=O)N1CCCCC1c1nc(CCOc2ccc(F)cc2)no1 (centres undefined)	i	6%	-8%	?	9	?	-8%
Clc1ccc(-c2noc3ncnc(N4CCCCC4)c23)cc1	·	·	8%	·	-9	·	-9%
Cc1cc(C)c(CNC(=O)c2nc(-c3cccc(CO)c3)cc3c2ccn3C(C)C)c(=O)[nH]1	3%	12%	-7%	?	6	?	-3%
O=C(c1ccccc1Cl)N1CCCC(c2nn(-c3ccccc3)c(=O)[nH]2)C1 (centres undefined)	i	-2%	-4%	-29%	6	?	-13%
CCc1cccc(CC)c1NC(=O)C1CCC(CNS(=O)(=O)c2cccc3nsnc23)CC1 (centres undefined)	·	·	-16%	·	-18	·	13%
O=C(N[C@@H]1[C@@H](Cc2ccccc2)[C@H]2OCC[C@@H]12)c1scc2c1OCCO2	-5%	8%	?	?	5	?	-12%
COc1ccc(OC)c(CCNC(=O)c2ccc3c(c2)N(Cc2ccc(C)cc2)CCS3)c1	·	·	-7%	·	-12	·	-6%
COCC1CN(C(=O)c2cc(C)n(C)n2)CC12CCNCC2 (centres undefined)	-20%	2%	-8%	i	-2	-26%	32%[activator]
CCc1ccccc1NC(=O)Cn1c(-c2ccccc2)nc(C)cc1=O	5%	0%	-6%	-25%	1	?	?
CC(C)(C)c1nnc(NC(=O)NCc2ccncc2)s1	-9%	-7%	-12%	?	10	0%	-28%
O=C([C@@H]1C[C@H](F)CN1S(=O)(=O)c1cc(F)ccc1F)N1CCc2ccccc2C1	4%	-3%	-6%	?	-3	-13%	?
COc1cccc(-c2cc(C3CCN(C(=O)Nc4cc(C)ccc4C)CC3)[nH]n2)c1	i	-11%	-13%	?	-2	?	-10%
COc1ccc(C2(C(=O)NCCC3CCN(C(=O)Nc4ccccc4C)CC3)CC2)cc1	-15%	2%	-5%	-10%	4	-4%	-8%
COc1ccc(CCNC(=O)c2ccc3c(c2)N=C(C)c2ccccc2S3)cc1OC	·	·	-4%	·	19	·	-4%
COc1ccc(S(=O)(=O)N(CC(=O)NCCc2ccccc2)c2ccc(Cl)cc2)cc1	·	·	-1%	·	4	·	12%
O=C(NCC(=O)N1CCCC1)c1cccc(-c2ccc(C(F)(F)F)cc2)c1	1%	·	-2%	?	-6	?	-4%
CC(C)c1ccc(OCc2cc(=O)n3c(-c4ccccc4)csc3n2)cc1	·	·	-14%	·	-31*	·	32%[activator]

Bioassay records (PubChem)
